# FXN GAA850 act: activators of GAA850 frataxin (FXN) promoter; HEK293 lucGAA850 FXN promoter luciferase reporter, 24 h; percent of 10 µM SAHA response; activation, % at 6 µM; 360,000 compounds, 0.56% hits;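 active means activation above the average of all compounds screened plus 3 SD, cutoff fixed separately per campaign, cut at about 7.5% in these data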;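 further: 0% = DMSO wells and 100% = 10 µM SAHA wells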
# NPR2 activator: GC-B (human) receptor activation | P20594 | HEK293-GC-B cells, CNP EC30, cGMP TR-FRET; 0% at EC30 CNP, 100% saturating CNP | activation, % at 10 µM | 370,000 compounds, 0.11% hits;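 active means activation at 10 µM reaching about 35% in either raw or pattern-adjusted values, limit read from the data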
# KLK7 zymogen act: activators of human kallikrein-7 zymogen | P49862 | purified proKLK7, EDANS-DABCYL substrate fluorescence; 100% is mature enzyme control, 0% vehicle | 370,000 compounds, 0.9% hits | AID 652039 | activation, % at 7 µM;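 active means activation above the mean of all tested compounds plus 3 SD, computed per campaign excluding outliers beyond control limits, cut at about 13% in these data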
# Target sequence (P49862 whole entry, looked up): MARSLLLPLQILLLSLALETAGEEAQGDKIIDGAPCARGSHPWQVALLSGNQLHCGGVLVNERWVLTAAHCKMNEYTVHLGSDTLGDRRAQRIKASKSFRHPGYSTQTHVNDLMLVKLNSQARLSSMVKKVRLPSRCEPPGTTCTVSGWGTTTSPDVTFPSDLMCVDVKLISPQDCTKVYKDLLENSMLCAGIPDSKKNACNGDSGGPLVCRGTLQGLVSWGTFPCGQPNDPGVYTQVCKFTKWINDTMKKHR
# DAX1 inh-1: NR0B1 (DAX1) inhibition. P51843. HEK293 Gal4-DAX1 luciferase reporter, luminescence. inhibition, % at 6.75 µM. 340,000 compounds, 0.99% hits. AID 504766;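 active means inhibition above the mean over all tested compounds plus 3 SD, cut at about 4.2% in these data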;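 further: 0% = DAX1-transfected cells with DMSO and 100% = empty-vector control cells with DMSO; inhibition shows as a rise in luminescence from relieved DAX1 repression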
# Target sequence (P51843 207-470 limits assumed): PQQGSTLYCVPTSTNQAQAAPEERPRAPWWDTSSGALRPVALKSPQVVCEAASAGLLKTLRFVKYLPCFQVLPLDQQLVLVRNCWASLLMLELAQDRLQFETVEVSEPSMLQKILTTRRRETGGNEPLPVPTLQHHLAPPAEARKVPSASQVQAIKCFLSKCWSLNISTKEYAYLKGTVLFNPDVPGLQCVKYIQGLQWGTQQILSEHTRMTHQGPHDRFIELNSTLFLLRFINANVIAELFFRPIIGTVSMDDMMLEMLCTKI
# DAX1 inh-2: blocks DAX1 repression of SF-1 activated StAR promoter | 370,000 compounds, 1.1% hits | inhibition, % at 6.8 µM | AID 652010 | HEK293T StAR-luciferase reporter, SF-1/DAX-1 repression relief;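 active means inhibition above the mean over all tested compounds plus 3 SD, cut at about 3.6% in these data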;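 further: 0% = DAX-1 cells with DMSO and 100% = cells lacking DAX-1 with DMSO; higher inhibition means more luminescence from relief of DAX-1 repression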
# hcDAF12 agonist: activators of H. contortus DAF-12 nuclear receptor; HEK293 hcDAF-12 lit1-tk-luc reporter, luminescence; 0% DMSO, 100% Δ7-dafachronic acid; activation, % at 6.8 µM; 370,000 compounds, 1.4% hits; AID 652067;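 active means activation above the mean of all tested compounds plus 3 SD, cut at about 5.5% in these data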;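 further: 100% = response to 3 µM Δ7-dafachronic acid high control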
# NPR1 activator: GC-A (human) enzyme activation; AID 1671463; activation, % at 10 µM; P16066; 370,000 compounds, 0.14% hits; HEK293 GC-A cells, cGMP TR-FRET, EC30 ANP; 0% at EC30 ANP, 100% saturating ANP; in the data active means activation above about 40%
# ssDAF-12 act: activators of S. stercoralis DAF-12 nuclear receptor; HEK293 ssDAF-12/GRIP1 lit1-tk-luc reporter, luminescence; % of 3 µM dafachronic acid response; activation, % at 6.8 µM; 370,000 compounds, 1% hits; AID 652126;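 active means activation above the mean over all tested compounds plus 3 SD, cut at about 0.9% in these data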;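 further: 0% = DMSO-only wells and 100% = 3 µM delta7-dafachronic acid wells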
# SMARCA2 activ: increases SMARCA2 function in MMTV reporter cells. activation, % at 9.1 µM. 370,000 compounds, 1% hits. MG213 cells, MMTV-luciferase reporter, dexamethasone, overnight; in the data active means activation above about 7.8%;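 further: 0% = vehicle wells and 100% = reference activator wells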
# HGIII-sPLA2 inh: Inhibits HGIII-sPLA2 liposome hydrolysis, primary screen | QFRET BODIPY PC-A2 liposome hydrolysis, fluorescence | inhibition, % at 12.2 µM | 370,000 compounds, 0.56% hits;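 active means inhibition above mean plus 3 SD of compounds lying within the high and low control bounds, cut at about 19% in these data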;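 further: 0% = median of test compound wells and 100% = no enzyme DMSO wells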
# Target sequence (Q9NZ20 whole entry, looked up): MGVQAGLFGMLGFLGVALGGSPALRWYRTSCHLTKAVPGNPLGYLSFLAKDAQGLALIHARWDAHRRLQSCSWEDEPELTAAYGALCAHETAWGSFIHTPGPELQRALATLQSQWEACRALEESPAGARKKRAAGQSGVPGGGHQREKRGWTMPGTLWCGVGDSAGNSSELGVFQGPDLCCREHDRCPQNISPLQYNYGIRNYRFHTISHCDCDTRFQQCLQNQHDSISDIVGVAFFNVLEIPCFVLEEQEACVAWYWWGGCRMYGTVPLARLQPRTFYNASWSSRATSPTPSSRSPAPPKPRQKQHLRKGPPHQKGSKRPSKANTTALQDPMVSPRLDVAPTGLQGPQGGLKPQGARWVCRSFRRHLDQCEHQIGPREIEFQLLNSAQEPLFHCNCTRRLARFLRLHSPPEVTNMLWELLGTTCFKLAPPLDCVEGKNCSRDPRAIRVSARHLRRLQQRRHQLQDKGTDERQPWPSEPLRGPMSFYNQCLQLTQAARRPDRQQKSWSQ
# hgDAF12 agonist: agonists of H. glycines DAF-12 nuclear receptor; activation, % at 6.8 µM; 370,000 compounds, 1.8% hits; HEK293 GAL4-hgDAF12 UAS-luciferase reporter, agonist luminescence; normalized to butyrate control;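 active means activation above a cutoff set at the mean of all screened compounds plus 3 SD, cut at about 10% in these data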;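 further: 0% = DMSO wells and 100% = sodium butyrate wells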
# * hit, by the source's call; . = no result given.
# Second line of a record – hcDAF12 agonist	NPR1 activator	FXN GAA850 act	DAX1 inh-1	DAX1 inh-2	hgDAF12 agonist	KLK7 zymogen act	SMARCA2 activ	NPR2 activator	HGIII-sPLA2 inh	ssDAF-12 act
> COC(=O)c1ccccc1NC(=O)CSc1n[nH]c(-c2ccncc2)n1
→ 5.8*	-0.7	-1.9	0.3	-0.2	-0.3	0.1	-1.9	-3.5	-1.7	-1.2
> CCOCCCNC(=O)Cc1ccc(OC)c(OC)c1
→ -0.4	5.0	0.7	0.1	0.7	-0.3	-0.1	0.7	5.3	-3.0	-1.0
> COc1ccc(C(=O)NCCS(=O)(=O)NCc2ccccc2)cc1
→ 0.1	-0.7	0.7	1.0	-0.2	-1.7	0.0	-2.2	0.3	-2.2	-0.9
> CC1(C)Cc2ccccc2-c2nnc(-c3ccc(O)cc3)n21
→ -3.2	4.0	0.2	-0.8	-0.2	-2.0	0.2	-1.7	3.9	-11.8	-1.1
> COC(=O)c1ccc(COc2ccc(-c3nn[nH]n3)cc2)cc1
→ -1.1	0.8	-1.4	-0.4	-0.6	-0.5	0.0	-0.5	2.4	-11.9	-1.5
> O=C1N=c2ccccc2=C1c1c(O)n(-c2cccc(F)c2)[nH]c1=O
→ 2.4	0.0	0.1	0.7	0.0	-0.7	0.4	2.6	5.6	-0.9	-0.5
> Cc1nn(Cc2ccc(C(=O)N3c4ccc(F)cc4CCC3C)o2)c(C)c1Br (stereo not given)
→ 0.1	0.2	3.6	0.5	0.1	2.0	-0.4	-3.6	-6.1	-10.9	-1.0
> CC(=O)c1cccc(NC(=O)c2cc(Cl)sc2Cl)c1
→ -1.1	4.3	1.8	-0.8	-0.5	1.5	0.4	0.7	3.9	-1.4	-1.5
> O=C1N(CC(=O)N2CCc3ccccc32)CCN1Cc1ccc(Cl)cc1
→ 0.0	2.6	0.9	-1.0	-1.2	0.8	-0.2	-0.9	2.2	-6.1	-1.2
> CC(C)Cn1c(SCC(=O)NCCCN2CCCC2=O)nc2ccccc21
→ 1.0	0.1	2.0	-1.2	1.0	0.1	0.2	-0.2	3.9	2.2	-0.6
> Cc1ccc(OCCC(=O)OCC(=O)Nc2cc(C)cc(C)c2)cc1
→ -1.6	3.4	0.3	-0.3	0.5	-0.5	0.1	0.0	-2.4	1.4	-1.0
> CC(=O)N1CCN(C(=O)CCc2nc3sc4c(c3c(=O)[nH]2)CCCC4)CC1
→ -0.6	5.9	-1.5	1.3	-0.6	1.5	0.1	-1.5	4.3	-0.4	-1.1
> CCn1cc(C(=O)N[C@@H](C)C(=O)OC)c(=O)c2cc3c(cc21)OCO3
→ -1.3	0.0	1.7	-0.8	-0.3	0.2	-0.4	-0.7	0.2	1.4	-1.5
> O=C(/C=C/c1ccco1)Nc1cccnc1Cl
→ 0.7	4.9	6.8	3.7	1.4	4.3	1.3	9.3*	0.4	-6.0	-0.5
> Cc1c(Cl)cccc1NC(=O)CSCC(N)=O
→ 1.0	-3.6	1.8	-0.9	0.9	-1.0	-0.3	-4.0	4.6	5.1	-0.5
> COC(=O)c1c(C)[nH]c(C(=O)OCc2csc(CC(=O)Nc3ccccc3C)n2)c1C
→ -0.9	-1.2	-0.6	-1.3	-0.8	-0.6	0.5	-0.1	-6.7	-22.3	-1.0
> C[C@H](CO)N1C[C@H](C)[C@@H](CN(C)S(=O)(=O)c2ccc(F)cc2)Oc2ccc(NC(=O)Nc3ccc4c(c3)OCO4)cc2C1=O
→ -1.9	4.9	-1.7	-1.2	2.4	-0.8	1.0	-1.6	7.0	-42.2	-1.7
> O=C(NC1CCCCCCC1)c1ccc2c(c1)OCO2
→ 4.5	-1.5	2.8	0.8	3.3	10.3	0.9	5.6	-3.3	4.6	1.1*
> N#CCCn1c(SCC(=O)Nc2ccc(N3CCOCC3)cc2)nc2ccccc21
→ 0.0	-2.1	1.6	0.0	0.8	-0.6	-1.0	-2.2	3.6	1.7	-1.0
> CSc1nnc(C)c(=O)n1COC(=O)COc1ccc(Cl)cc1Cl
→ -2.4	-0.8	0.1	-0.2	-0.1	0.1	-0.2	-1.4	-1.3	-5.0	-0.7
> Cc1c(C(=O)c2ccc(F)cc2F)c2ccccn2c1CCC#N
→ -1.6	-3.0	3.4	0.1	-0.4	-1.5	-0.8	-1.8	-6.3	0.8	-1.5
> N#Cc1ccc(S(=O)(=O)NCC(=O)OCC(=O)NCCc2ccccc2)cc1
→ 3.8	0.5	1.2	-0.1	0.0	4.1	-0.1	0.4	1.9	4.3	0.2
> C=CCC[C@@H](Cc1ccc(F)cc1)C(=O)OC[C@@H](NC(=O)[C@@H](CC=C)CC(=O)N(CCO)Cc1ccccc1)c1ccccc1
→ -2.4	-7.0	-8.1	-0.8	0.1	-4.4	0.3	-2.0	-6.5	-36.6	-1.6
> CN(Cc1ccccc1)C(=O)[C@@H]1CCCN1C(=O)[C@@H]1CCCN1C(=O)OC(C)(C)C
→ -2.3	4.6	.	.	-0.1	0.4	0.6	-4.8	3.8	0.0	0.2
> CCOc1ccc(CN(C)C(=O)c2ccc3c(c2)NC(=O)C(C)S3)cc1OC (stereo not given)
→ -3.2	0.0	-2.0	0.7	-2.9	-1.8	0.1	-3.2	4.7	-4.1	-2.4
> Cn1c(=O)c2c(nc(SCCNS(=O)(=O)c3ccccc3)n2C)n(C)c1=O
→ -1.5	-1.4	3.3	-0.7	0.3	-1.7	-0.8	-1.8	-3.6	1.8	-0.8
> Cc1cc(N2C(=O)c3ccc(C(=O)NCc4ccccc4)cc3C2=O)no1
→ -0.9	11.4	-1.1	0.1	1.0	-1.3	0.4	-3.0	-2.5	8.4	-1.4
> Cc1ccnc(NC(=O)CCC(=O)N(CC(=O)NCc2ccc(F)cc2)CC2CCCO2)c1 (stereo not given)
→ -0.7	-0.9	0.0	0.3	-0.2	0.3	0.1	-2.3	-1.6	-2.2	-0.4
> COc1cc(C=NNc2ccccc2[N+](=O)[O-])cc(OC)c1OC
→ 2.4	-2.8	2.5	1.4	1.4	2.1	-0.2	-1.1	1.5	6.0	-1.0
> CNC(=O)CCSSCCC(=O)NC
→ -1.3	3.3	-1.7	-0.7	0.3	-2.0	-0.3	-1.6	0.7	1.9	-1.1
> COc1ccc(N(C)C(=O)c2ccc3snnc3c2)cc1
→ -0.3	-9.3	1.3	1.0	-0.5	-0.2	0.1	1.0	-18.4	-1.1	-1.0
> CN(c1ccccc1)S(=O)(=O)c1cccc(C(=O)Nc2ccc3c(c2)CCC3)c1
→ -3.7	-2.8	0.1	-1.6	-1.1	7.8	-0.4	-2.2	1.8	-16.4	-1.4
> CC(=O)N(c1cccc(C(F)(F)F)c1)c1nc(/C=C/C(=O)O)cs1
→ -1.7	0.0	1.1	-1.2	0.1	-2.3	0.6	-3.1	3.3	-0.8	0.0
> C/C(=N\OC(=O)c1c(-c2c(F)cccc2Cl)noc1C)c1nccs1
→ -0.3	-2.4	1.1	0.3	0.6	-0.2	0.0	0.5	-4.8	1.6	-2.3
> CSC1=NCCN1C(=O)c1ccc2ccccc2c1
→ -2.1	5.7	1.4	1.5	-0.1	0.5	-0.1	-1.1	-0.7	-7.1	-1.0
> COc1ccc(/C=N/NC(=O)CNC(=O)c2cccs2)cc1
→ -1.9	0.1	1.5	0.0	-0.6	1.3	0.9	-1.5	-0.2	3.5	-1.1
> NS(=O)(=O)c1ccc(CCNC(=S)Nc2ccccc2)cc1
→ -2.6	3.3	2.0	0.3	-0.4	-3.6	0.3	0.7	-4.6	8.7	-1.2
> Cn1c2ccccc2c(=O)c2cc(C#Cc3ccsc3)ccc21
→ 1.1	-5.4	3.1	-0.1	-0.2	0.9	-10.6	3.5	-5.8	7.1	-0.7
> O=C(O)c1cccc(S(=O)(=O)N2CCC(n3nnc4cc(C(F)(F)F)ccc43)CC2)c1
→ -0.7	0.3	-0.8	-0.4	0.8	-1.5	-0.7	-0.1	-6.4	-12.3	-1.0
> CCOC(=O)C1=C(C)NC2=C(C(=O)CC(C)(C)C2)C1c1ccc(N(C)C)cc1 (stereo not given)
→ -1.1	-23.4	-1.9	-0.9	-1.1	0.2	1.6	-1.0	-10.6	10.6	-1.3
> Cc1ccc(CN2CC34C=CC(O3)C(C(=O)NCc3ccc5c(c3)OCO5)C4C2=O)cc1 (stereo not given)
→ -1.8	-0.5	0.8	-0.1	-0.6	-2.5	0.3	-1.9	-1.6	-1.1	-0.6
> Cc1nn(CCC#N)c2nc(-c3ccccc3)cc(C(F)(F)F)c12
→ 1.5	12.2	7.0	1.8	-1.0	0.8	0.1	-6.7	9.4	-1.6	-1.2
> CCn1cc(C(=O)N[C@H](C(=O)NCCCOC)C(C)C)c(=O)c2cc3c(cc21)OCO3
→ -2.7	3.3	0.6	-0.8	0.0	-3.0	0.6	0.2	3.9	10.8	-1.0
> CCOc1ccc(CCNC(=O)c2[nH]c(C)c(C(C)=O)c2CC)cc1OCC
→ -1.0	-1.2	-1.5	-1.1	-1.0	-2.9	-0.2	0.3	-3.2	-2.8	-1.7
> Cc1ccc(S(=O)(=O)NC2OC(=O)C(Cl)=C2Cl)cc1 (stereo not given)
→ -1.7	0.9	2.8	0.5	-0.4	2.8	-0.1	-1.9	-2.4	2.6	-0.7
> CSc1nc2n(n1)C(c1ccccn1)C1=C(CC(C)(C)CC1=O)N2 (stereo not given)
→ -1.2	-3.6	-1.8	0.0	-1.1	-1.4	-4.5	0.2	-0.7	-0.2	-0.5
> Cc1ccc(NC2=C(Cl)C(=O)OC2OC(=O)c2ccco2)c(C)c1 (stereo not given)
→ -0.1	3.7	-0.3	-0.7	-0.6	-1.0	-0.2	0.3	0.1	-28.1	-1.7
> Cc1cc(NC(=O)CSc2ncn(-c3ccccc3)n2)no1
→ -0.5	-0.5	-1.1	1.1	0.4	0.5	0.3	1.3	-0.3	4.3	-1.1
> COc1ccc(C(=O)NNC(=O)CSc2nnc(-c3ccc(O)cc3)n2C)cc1
→ 0.2	1.4	0.4	1.6	0.3	-1.6	0.2	0.2	-2.7	3.9	-0.8
> Cc1cc2ccccc2cc(C)c1=O
→ -0.6	2.3	2.6	0.8	-0.5	0.6	0.7	-3.4	-8.1	9.6	-1.0
> O=C(CSc1nc2ccccc2c(=O)n1Cc1ccccc1)Nc1ccc(Br)cc1C(=O)O
→ -1.9	-3.1	-1.3	-0.1	-0.2	-0.1	-0.1	-1.1	1.7	-24.9	-0.6
> COc1ccc(C(=O)NCC2CCCO2)cc1 (stereo not given)
→ 1.4	-1.1	2.1	0.6	0.3	1.3	-0.7	2.4	-0.4	-3.2	-1.6
> CCCS(=O)(=O)c1c(S(=O)(=O)CCC)c2c(C)cccn2c1C(N)=O
→ -0.8	0.2	0.6	-0.6	0.1	-0.1	0.6	-2.5	4.7	1.2	-0.9
> O=C(NCc1ccc2c(c1)OCO2)c1cc(-c2ccc(Cl)cc2Cl)on1
→ 2.1	-7.2	1.6	0.1	-0.7	-1.6	0.9	2.3	-7.5	4.9	-1.5

# From PubChem BioAssay
